Screens from PubChem.
DRD3 agonist: qHTS of D3 Dopamine Receptor Agonist: qHTS. D3R DiscoveRx beta-arrestin cells, luminescence, 90 min. max activation, %. actives 0.58% (n = 410,000). AID 652048, 2013; in the data active = max activation above about 30%; also: 0% is about no effect; mostly tested at two doses, the higher about 12 µM
Target sequence (P35462 whole entry, looked up): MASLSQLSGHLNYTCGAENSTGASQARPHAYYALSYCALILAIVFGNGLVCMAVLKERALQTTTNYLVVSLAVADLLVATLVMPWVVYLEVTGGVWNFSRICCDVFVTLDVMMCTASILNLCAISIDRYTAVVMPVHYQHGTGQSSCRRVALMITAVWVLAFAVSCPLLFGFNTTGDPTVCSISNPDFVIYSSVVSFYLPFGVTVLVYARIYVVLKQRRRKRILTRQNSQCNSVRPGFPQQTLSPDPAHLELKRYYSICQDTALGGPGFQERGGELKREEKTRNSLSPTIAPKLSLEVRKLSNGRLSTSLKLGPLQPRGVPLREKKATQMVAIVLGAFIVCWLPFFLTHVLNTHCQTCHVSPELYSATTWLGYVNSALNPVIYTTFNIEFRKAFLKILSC
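Cells at 1500/well, incubated overnight, then treated with pinned compounds (dopamine as control) for 90 min at 37 degrees C. DiscoveRx reagent added for 30 - 60 minutes at room temperature; luminescence read.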
GLP1R cytotox: qHTS of GLP-1 Receptor Inverse Agonists: Cytotox Screen. HEK293 cAMP-luciferase reporter cells, luminescence, 24 h. Potency, µM (series often up to 38.3 µM), inactives show at the highest dose activity change, negative = inhibition, usual class: inhibitors. actives 0.13% (n = 410,000). AID 624418, 2012;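 also: loss of luciferase light is scored as toxicity; potency is read from the fitted curve at half-maximal effect; % is scaled to controls: 0 for no effect and ±100 for the full control effect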
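Cells in DMEM/10% Nu serum/1% pen-strep, 1536-well format. Pre-incubated 12 h, dosed with 23 nL compound, incubated a further 24 h. Luciferase detection, 12 min at room temp, luminescence.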
DRD3 antagonist: qHTS of D3 Dopamine Receptor Antagonist: qHTS; actives 2.5% (n = 360,000); D3R cells, DiscoveRx beta-arrestin luminescence, antagonist mode; hits give low values; AID 652054, 2013; max response, negative = inhibition, %; D(3) dopamine receptor (Homo sapiens), P35462; in the data active = max response below about -50%; inconclusive = no clear call, values can overlap the other calls; also: % is scaled to controls: 0 for no effect and ±100 for the full control effect; mostly tested at two doses, the higher about 12 µM
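Cells plated overnight at 1500 cells/well, then exposed to library compounds with dopamine controls for 90 minutes at 37 degrees C. DiscoveRx reagent added for 30–60 minutes at room temperature; luminescence read, quantitative HTS format.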
IL-2 act: qHTS of IL-2 Activators | IL-2 activation reporter assay, cell-based qHTS; stimulated with anti-CD3/CD4/CD28 beads; in transgenic mouse T cells | activation, % (series mostly up to about 46 µM) | actives 0.065% (n = 360,000) | AID 652025, 2013; in the data active = activation above about 50%; inconclusive = mostly about 30% to 49%; also: 0% is about no effect
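Screening format: compound pinned onto unstimulated transgenic mouse T cells, 60 min incubation, then anti-CD3/anti-CD4/anti-CD28 bead stimulation for 18 hours at 37 degrees C, followed by EGFP and DsRed detection.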
WRN helicase inh: qHTS for Inhibitors of WRN Helicase | Bifunctional 3'-5' exonuclease/ATP-dependent helicase WRN (Homo sapiens), Q14191 | WRN helicase unwinding, fluorescent forked duplex, kinetic | Potency, µM (titrated, usually from 114 µM), inactives show at the highest dose activity change, negative = inhibition, actives largely listed as inhibitors | actives 0.46% (n = 360,000) | AID 651768, 2012; also: potency is read from the fitted curve at half-maximal effect; % is scaled to controls: 0 for no effect and ±100 for the full control effect; nearly all actives have a fitted effect of over 55% in size
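Primary qHTS, 1536-well format. 20 nM WRN + compound, 15 min RT; start with 100 nM forked fluorophore/quencher duplex, 2 mM ATP (final); kinetic read ex 525/em 598 nm.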
PLK1 PBD block: qHTS for Inhibitors of PLK1-PDB (polo-like kinase 1 - polo-box domain): Primary Screen; Plk1 PBD binding of FITC phosphopeptide, fluorescence polarization; Serine/threonine-protein kinase PLK1 (Homo sapiens), P53350; actives 2.8% (n = 360,000); Potency, µM, for inactives: max response, negative = inhibition, actives largely listed as inhibitors; also: potency is read from the fitted curve at half-maximal effect; series mostly up to about 57 µM; % is scaled to controls: 0 for no effect and ±100 for the full control effect; nearly all actives have a fitted effect of over 65% in size
PI5P4Ka inh: qHTS for Inhibitors of phosphatidylinositol 5-phosphate 4-kinase (PI5P4K); Phosphatidylinositol 5-phosphate 4-kinase type-2 alpha (Homo sapiens), P48426; PI5P4Kalpha enzyme, ADP-Glo luminescence, 60 min; hits give low values; actives 1.2% (n = 330,000); AID 652105, 2013; max response, %; active = max response of -50% or lower; inconclusive = between -30% and -50%; inactive = -30% or higher; also: value at the top dose of about 77 µM; % is scaled to controls: 0 for no effect and ±100 for the full control effect
Target sequence (P48426 whole entry, looked up): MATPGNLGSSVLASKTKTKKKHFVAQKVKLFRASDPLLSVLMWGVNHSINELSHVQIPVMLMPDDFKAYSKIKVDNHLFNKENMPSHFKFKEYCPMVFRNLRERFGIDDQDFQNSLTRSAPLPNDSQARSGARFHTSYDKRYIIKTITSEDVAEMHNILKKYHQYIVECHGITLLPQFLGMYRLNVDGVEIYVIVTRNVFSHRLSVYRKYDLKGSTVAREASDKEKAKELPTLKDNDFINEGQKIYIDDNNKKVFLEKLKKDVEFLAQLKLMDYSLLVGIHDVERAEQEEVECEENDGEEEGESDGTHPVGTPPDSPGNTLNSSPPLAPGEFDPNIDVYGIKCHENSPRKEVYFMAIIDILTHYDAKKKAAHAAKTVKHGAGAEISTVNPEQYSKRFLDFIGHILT
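Human PI5P4Kalpha with substrate in 0.038 M HEPES pH 7.4, 0.28 mM EGTA, 0.1% CHAPS, 5% DMSO; reaction started with 5 microM ATP (final), 60 min at room temperature. ADP formed read by ADP-Glo luminescence.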
GLP1R ag: qHTS of GLP-1 Receptor Agonists; Glucagon-like peptide 1 receptor (Homo sapiens), P43220; Potency, µM (highest dose often 45.6 µM), without a hit: at the top dose activation, hits mostly activators; actives 0.007% (n = 380,000); HEK293 GLP-1R CRE-luciferase, luminescence, 4-6 h; cells express a hypersensitive GLP-1R form; also: potency is read from the fitted curve at half-maximal effect; % of control where 0% means no effect
GLP1R inv ag: qHTS of GLP-1 Receptor Inverse Agonists (Inhibition Mode); actives 1.6% (n = 410,000); HEK293 GLP-1R CRE-luciferase, luminescence, 24 h; GLP-1R form is constitutively active; Potency, µM (top dose mostly 38.3 µM), for the others: at the top dose activity change, negative = inhibition, actives largely listed as inhibitors; AID 624417, 2012; Glucagon-like peptide 1 receptor (Homo sapiens), P43220; also: potency is read from the fitted curve at half-maximal effect; % is scaled to controls: 0 for no effect and ±100 for the full control effect; nearly all actives have a fitted effect of over 55% in size
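qHTS in 1536-well format: reporter HEK293 cells expressing constitutive GLP-1R activity in DMEM + 10% Nu serum, 24 hr with compounds at 37 deg C, luminescence read after 12 min with detection reagent.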
An asterisk follows results filed as active; ? = inconclusive; . = no result given; [ ] = another dose, or the depositor's remark. Unless noted, calls follow the shape of the dose curve; as a rule, active = well fitted curve in the direction sought with a large enough effect; inconclusive = small, poorly fitted or top-dose-only effect, or another doubt; inactive = no such curve, though single readings can be large; an effect the other way counts as inactive or inconclusive.

No.	molecule	DRD3 agonist	GLP1R cytotox	DRD3 antagonist	IL-2 act	WRN helicase inh	PLK1 PBD block	PI5P4Ka inh	GLP1R ag	GLP1R inv ag
1	COc1ccc(Cn2c(CCCO)nc3ccccc32)cc1OC	-3	0%	4	-2.5	-20%	-11%	1	-10%	0%
2	COCCNc1ncnc2c1ncn2[C@H]1CN(CCN2CCOCC2)C[C@@H](CO)O1	-1	2%	-15	-0.1	-6%	-6%	3	-4%	17%
3	CCCCn1c(N)c(N(CC)C(=O)c2ccc(N(C)S(=O)(=O)c3ccc(C)cc3)cc2)c(=O)[nH]c1=O	14	-11%	-7	-1.4	-7%	4%	0	9%	-5%
4	Nc1nnc(SCCCC(=O)c2ccc(F)cc2)s1	1	-12%	7	-1.5	-11%	1%	-6	1%	0%
5	COc1ccc(NC(=O)C2(C)Cc3c(-c4ccc(C(N)=O)cc4)ccnc3O2)cc1 (configuration not stated)	-6	8%	-4	-0.8	-4%	-13%	6	20%	23%
6	COc1ccccc1-c1ccc([C@@H]2C[C@H]3[C@@H](CN2)CON3C)cc1	-5	1%	0	-1.6	-2%	-8%	-17	13%	18%
7	CCOc1ccccc1OCC(=O)Nc1nnc(COC)s1	1	4%	?	-1.9	-5%	-23%	.	0%	8%
8	Cc1noc(C)c1C(=O)OCC(=O)NCCc1ccccc1	4	-12%	14	-0.8	5%	4%	-10	-8%	16%
9	O=C(CSc1nnnn1-c1ccccc1)NC(=O)NCc1ccco1	0	3%	9	0.6	-20%[11.6 µM]	-11%	-60*	-6%	-5%
10	O=C(CCN1C(=O)S/C(=C/c2ccccc2)C1=O)Nc1ccc(C(=O)O)c(O)c1	-9	-20%	3	-0.8	-10%	-15%	-10	-4%	6%
11	CCCCN(CC)S(=O)(=O)c1ccc2c(c1)CCCN2C(C)=O	4	-17%	30	-2.9	-4%	?	9	4%	1%
12	Cc1cc(C)c2c(C)c(C(=O)NCc3ccc(S(N)(=O)=O)cc3)oc2c1	-4	-3%	-16	-1.0	-4%[11.6 µM]	-20%	1	11%	2%
13	CCOc1ccc2[nH]c(=O)c(CN(Cc3ccco3)C(CC)c3nnnn3Cc3ccccc3)cc2c1 (configuration not stated)	14	?	125	-5.4	-15%	0%	12	18%	0%
14	CC(NCc1ccccc1Cl)C(=O)Nc1ccc(C#N)cc1 (configuration not stated)	1	-6%	0	4.2	-5%	-11%	1	11%	-1%
15	CCOc1ccc(-c2nnc(-c3cccs3)o2)cc1OCC	6	-5%	2	-1.1	-2%	19µM*	-13	0%	38%[activator]

Some of the entries so far, with values under each structure:
Values run as follows: DRD3 agonist | GLP1R cytotox | DRD3 antagonist | IL-2 act | WRN helicase inh | PLK1 PBD block | PI5P4Ka inh | GLP1R ag | GLP1R inv ag
4: Nc1nnc(SCCCC(=O)c2ccc(F)cc2)s1
  1 | -12% | 7 | -1.5 | -11% | 1% | -6 | 1% | 0%
13: CCOc1ccc2[nH]c(=O)c(CN(Cc3ccco3)C(CC)c3nnnn3Cc3ccccc3)cc2c1 (configuration not stated)
  14 | ? | 125 | -5.4 | -15% | 0% | 12 | 18% | 0%
11: CCCCN(CC)S(=O)(=O)c1ccc2c(c1)CCCN2C(C)=O
  4 | -17% | 30 | -2.9 | -4% | ? | 9 | 4% | 1%
10: O=C(CCN1C(=O)S/C(=C/c2ccccc2)C1=O)Nc1ccc(C(=O)O)c(O)c1
  -9 | -20% | 3 | -0.8 | -10% | -15% | -10 | -4% | 6%

Next structures.
No.	molecule	DRD3 agonist	GLP1R cytotox	DRD3 antagonist	IL-2 act	WRN helicase inh	PLK1 PBD block	PI5P4Ka inh	GLP1R ag	GLP1R inv ag
16	COc1ccc(C2CCCCC2SCC(=O)O)cc1OC (configuration not stated)	-8	5%	6	-0.8	5%	3%	2	9%	2%
17	CCOC(=O)C1=C(CSc2nc3ccccc3s2)NC(=O)NC1c1cccc([N+](=O)[O-])c1 (configuration not stated)	-8	-22%	6	-2.0	-16%	-13%	.	4%	-16%
18	COc1ccc(NC(=O)COc2ccccc2C(=O)NCC(c2ccccc2)N(C)C)cc1Cl (configuration not stated)	-10	?	16	-3.6	3%	4%	-5	22%	?
19	Nc1nc(Br)c2c(F)cccc2c1-c1ccc(F)cc1	-6	105%[activator]	-14	5.2	-10%	-9%	.	0%	-4%
20	C#CCN(CC=C)C(=O)C1CCC(=O)N(CCCc2ccccc2)C1 (configuration not stated)	-1	7%	2	-0.8	7%	2%	-8	-1%	5%
21	S=C(NCCc1ccccc1)Nc1cnc2ccccc2c1	1	0%	6	0.4	-8%	-7%	12	22%	?
22	CCc1ccccc1Nc1nc(N)nc(CSCC(=O)Nc2ccc(C)c(C)c2)n1	-6	1%	5	-1.1	-6%	-6%	3	18%	?
23	CC(C)CCNC(=O)c1onc(CSc2ccc(F)cc2)c1C(=O)NCCC(C)C	-12	19%	-10	-0.4	-4%	2%	21	-4%	?
24	CN1C[C@@H]2[C@@H]3C(=O)N(C)C(=O)[C@@H]3[C@](C)(C1=O)N2C(=O)c1ccccc1	26	6%	39	1.2	-2%	2%	-1	-6%	27%
25	Cc1ccc(NC(=O)NCCCN2CCCC2=O)cc1	9	2%	5	4.0	-7%	-1%	.	-13%	-4%
26	O=C(Cn1cnnn1)NC1CCCN(Cc2ccccc2F)C1 (configuration not stated)	10	3%	9	-2.3	-8%	-2%	-3	-5%	2%
27	C[C@H](O)[C@@H]1C(=O)N2CCc3ccc(-c4ccccc4)cc3[C@@H]2C[C@@H]1N(C)C(=O)c1ccc(C#N)cc1	10	1%	36	-0.7	-8%	1%	-1	9%	11%
28	COc1cc(/C=N/NC(=O)/C(=C\c2ccc3c(c2)OCO3)NC(=O)c2ccccc2)ccc1O	-11	-6%	-11	-2.0	1%	-9%	-13	-4%	-2%
29	Cn1nc(C(F)(F)F)c(C(=O)Nc2ccc(F)cc2F)c1Sc1cccc(C(F)(F)F)c1	0	4%	26	-0.3	-2%	-6%	8	-14%	0%
30	CSc1nncc(-c2ccc(F)c(F)c2)n1	-6	2%	6	1.3	0%	-8%	6	3%	24%
31	CC(C)CNS(=O)(=O)c1ccc(Br)cc1N1CCC[C@@H]1CO	11	6%	1	-0.2	-4%	-7%	0	23%	?
32	CC(C)(C)NC(=O)COC(=O)c1cc(Cl)ccc1[N+](=O)[O-]	5	-3%	36	-0.7	2%	-2%	23	9%	40%[activator]
33	CC(=O)Nc1ccc(S(=O)(=O)NC2=C(N3CCN(c4ccc(F)cc4)CC3)C(=O)c3ccccc3C2=O)cc1	-1	?	3	-1.1	-18%	-6%	-5	-12%	-22%
34	COc1ccc(NC(=O)c2nc[nH]c2C(=O)NCC(=O)OC(C)(C)C)cc1	28	4%	4	0.2	-10%	-3%	-3	14%	2%
35	N#Cc1cccc(NC(=O)CSc2ccc3c4c(cccc24)C(=O)c2ccccc2-3)c1	0	122%[activator]	20	8.8	-18%	?	0	0%	6%
36	Cc1cc(Nc2ccc(C)c(C)c2)n2ncnc2n1	2	-25%	-16	3.7	-1%	-12%	2	11%	12%
37	CC(=O)Nc1sc(C)c(C)c1C(=O)OCC(=O)N(C)c1c(N)n(Cc2ccccc2)c(=O)[nH]c1=O	-1	-3%	11	-0.6	-2%	-11%	-2	1%	9%
38	C1CCc2c(nc3nnnn3c2N2CCOCC2)C1	-2	-5%	-3	-1.2	1%	1%	4	-5%	13%
39	Cc1cc(OCC(=O)NCCCN(C)C)cc(C)c1Br	-10	14%	8	0.2	5%	-5%	12	0%	2.8µM*
40	Nc1nnc(CCS(=O)(=O)c2ccc(Br)cc2)s1	-3	-2%	-11	-1.9	1%	-3%	0	-1%	-1%
41	Cn1c(=S)[nH]c(=O)c2ncc(=O)[nH]c21	-3	6%	-5	-7.6	-23%[57.1 µM]	-4%	-11	0%	3%
42	COc1ccc(C2Nc3ccccc3NC3=C2C(=O)CC(C)(C)C3)cc1 (configuration not stated)	-11	40%[activator]	-10	-2.8	-13%	-4%	7	-3%	20%
43	COc1ccc(NC(=S)N2CCN(S(=O)(=O)c3ccc(OC)cc3)CC2)cc1	-6	-3%	-6	-2.4	-7%	-3%	-2	-4%	-8%
44	O=C(CC(NC(=O)OCc1ccccc1)C(=O)OCc1ccccc1)OCc1ccccc1 (configuration not stated)	5	-10%	-11	-0.4	-4%	-1%	10	-1%	11%
45	Cc1cc(=O)[nH]c(SCC(=O)c2ccc(C(C)C)cc2)n1	9	-6%	29	-0.4	7%	-5%	2	1%	0%
46	Cc1c2ccccc2c(C)c2c1ccc1ccccc12	8	1%	3	0.9	-5%	5%	48	11%	14%
